Fam108B counter – blocks mouse Fam108B hydrolase in RBBP9 counter-screen | recombinant Fam108B, FP-Rh probe fluorescence polarization | inhibition, % at 9.51 µM | 300,000 compounds, 0.33% hits;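 active = inhibition above the screen mean inhibition plus 3 SD, computed separately per campaign, cut at about 18% in these data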;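 also: inhibitors lower polarization as less probe binds the enzyme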
BCLXL inh – inhibitors of human Bcl-xL; Q07817; GST-Bcl-xL / FITC-Bim BH3 peptide fluorescence polarization; inhibition, % at 10.9 µM; 320,000 compounds, 0.7% hits; AID 2129;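 active = inhibition above the mean of all tested compounds plus 3 SD, cutoff set per campaign, cut at about 30% in these data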;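 also: 0% = DMSO wells and 100% = unlabeled Bim-BH3 peptide competitor; inhibitors lower millipolarization by displacing the labeled peptide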
Target sequence (Q07817 whole entry, looked up): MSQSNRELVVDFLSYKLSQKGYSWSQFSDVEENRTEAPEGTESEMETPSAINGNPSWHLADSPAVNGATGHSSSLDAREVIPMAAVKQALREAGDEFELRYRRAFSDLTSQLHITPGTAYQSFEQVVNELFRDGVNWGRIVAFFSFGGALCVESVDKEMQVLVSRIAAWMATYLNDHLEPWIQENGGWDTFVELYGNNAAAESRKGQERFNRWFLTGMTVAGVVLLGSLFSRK
PME-1 primary – PME-1 (human) inhibition; Q9Y570; recombinant PME-1, FP-Rh probe fluorescence polarization; inhibition, % at 5.9 µM; 320,000 compounds, 0.53% hits; AID 2130;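 active = inhibition above the campaign mean of all compounds plus 3 SD, cut at about 26% in these data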;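 also: competitive labeling of PME-1 active site by serine hydrolase directed probe; 0% = PME-1 with DMSO and 100% = wells lacking PME-1 enzyme; inhibitors block probe labeling so polarization falls and inhibition rises; many of its hits are not listed in these tables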
GSTO1 inh – GSTO1 inhibition, counter-screen for RBBP9 inhibitors | inhibition, % at 5.96 µM | AID 1974 | P78417 | recombinant GSTO1, activity-based probe fluorescence polarization | 300,000 compounds, 1.1% hits;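 active = inhibition above the campaign mean inhibition plus 3 SD, cut at about 35% in these data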;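 also: 0% = GSTO1-1 with DMSO and 100% = wells lacking GSTO1-1 enzyme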
Target sequence (P78417 whole entry, looked up): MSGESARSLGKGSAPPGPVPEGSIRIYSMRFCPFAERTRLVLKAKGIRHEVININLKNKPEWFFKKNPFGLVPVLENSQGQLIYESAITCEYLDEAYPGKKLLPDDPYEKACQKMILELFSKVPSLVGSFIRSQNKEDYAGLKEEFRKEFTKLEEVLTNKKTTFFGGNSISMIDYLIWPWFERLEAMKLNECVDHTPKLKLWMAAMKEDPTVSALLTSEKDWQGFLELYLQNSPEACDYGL
PAD4 FP inh – blocks human protein arginine deiminase 4 | recombinant PAD4, RCA probe fluorescence polarization | 330,000 compounds, 0.41% hits | inhibition, % at 6.36 µM;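 active = percent inhibition above a cutoff equal to the mean of all tested compounds plus 3 SD, cut at about 15% in these data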;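 also: 0% = PAD4 with RCA probe and DMSO and 100% = probe without PAD4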
MEX-5 binding – C. elegans MEX-5 TCR-2 RNA binding activity | Q9XUB2 | MEX-5/FITC-TCR2 RNA binding, fluorescence polarization; active compounds read low | activity score (negative = inhibition of binding), % at 10 µM | 300,000 compounds, 0.38% hits;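 active = inhibition past about -25% in most replicates, and total fluorescence under double the plate's negative control median, limit read from the data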;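 also: 0% = DMSO and -100% = 5 µM competing unlabeled TCR2 RNA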
TPT1 inhibitor – C. albicans TPT1 enzyme inhibition; recombinant caTPT1, FP RNA substrate dephosphorylation; inhibition, % at 5 µM; 300,000 compounds, 0.81% hits; AID 1962;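 active = inhibition above the mean of all tested compounds plus 3 SD, set per screening campaign, cut at about 24% in these data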;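 also: plate controls were DMSO alone for no effect and ferristatin control at 100 nM for full effect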
GLD-1 RNA inh – GLD-1-TGE RNA interaction inhibition (C. elegans). Q17339. purified GLD-1 + fluorescein TGE RNA, fluorescence polarization. inhibition, % at 5.96 µM. 320,000 compounds, 0.44% hits;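 active = percent inhibition above a per-plate cutoff, the plate mean of test compounds plus 3 SD, cut at about 30% in these data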;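 also: 0% = DMSO wells with GLD-1 and probe and 100% = wells lacking GLD-1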
Target sequence (Q17339 whole entry, looked up): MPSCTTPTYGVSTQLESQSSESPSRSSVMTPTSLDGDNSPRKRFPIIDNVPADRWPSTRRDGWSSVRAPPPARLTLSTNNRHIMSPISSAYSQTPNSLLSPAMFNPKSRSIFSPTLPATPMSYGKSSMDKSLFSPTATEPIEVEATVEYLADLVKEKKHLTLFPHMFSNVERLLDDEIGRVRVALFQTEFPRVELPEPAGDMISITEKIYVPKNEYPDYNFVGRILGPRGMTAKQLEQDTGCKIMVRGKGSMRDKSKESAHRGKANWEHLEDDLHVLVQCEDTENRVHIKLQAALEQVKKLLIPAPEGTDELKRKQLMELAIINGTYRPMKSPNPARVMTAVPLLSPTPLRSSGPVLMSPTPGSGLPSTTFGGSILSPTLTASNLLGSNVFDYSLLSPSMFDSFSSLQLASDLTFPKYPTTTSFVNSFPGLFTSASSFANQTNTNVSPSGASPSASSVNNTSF
MCL1-BIM inh – disrupts human MCL1 binding to BIM-BH3 peptide. Q07820. GST-MCL1 / FITC-Bim-BH3 fluorescence polarization. inhibition, % at 10.9 µM. 320,000 compounds, 0.68% hits. AID 2057;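 active = inhibition above the mean inhibition of all tested compounds plus 3 SD, set per campaign, cut at about 40% in these data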;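 also: 0% = DMSO wells and 100% = unlabeled Bim-BH3 peptide control; higher means more loss of mP so more displacement of Bim peptide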
Numbers without * were called inactive; / = no result given. The list is partial. The share of hits here may be higher or lower than overall.

SMILES	Fam108B counter	BCLXL inh	PME-1 primary	GSTO1 inh	PAD4 FP inh	MEX-5 binding	TPT1 inhibitor	GLD-1 RNA inh	MCL1-BIM inh
Cc1nc(-c2nnc(-c3ccccc3)o2)c(C(F)(F)F)o1	-3.7	-4.6	-0.5	-2.2	-7.8	-3.4	0.9	-5.8	2.0
O/N=C/c1cc(Br)ccc1OCc1cccc(F)c1	-7.0	4.5	-2.6	0.3	-0.3	2.0	0.7	9.8	8.7
Cc1ccc(S(=O)(=O)N2CCC(C(=O)NCC(C)(C)N3CCOCC3)CC2)c(C)c1	/	-1.1	8.8	/	-3.4	/	/	5.6	-3.9
CN1C(=O)/C(=C2/C=CC=CN2C)OC1=S	-0.2	8.2	-11.0	-2.0	-6.0	-4.1	0.2	8.8	9.7
CCOC(=O)c1[nH]c(=O)[nH]c1CSCCO	0.2	3.7	-0.8	-1.4	2.1	-1.5	-2.5	0.3	0.9
Cn1c(SCc2ccc([N+](=O)[O-])cc2)nc2c(c1=O)SCC2	-5.0	7.3	9.8	9.7	-7.3	-1.0	2.6	4.3	9.0
CNC(=S)N(CCc1c(C)[nH]c2ccc(C)cc12)Cc1cc(OC)c(OC)c(OC)c1	2.2	4.4	2.3	-1.6	-1.2	-6.8	0.4	6.3	8.8
O=C(COC(=O)c1ccccc1NS(=O)(=O)c1cccs1)NCC12CC3CC(CC(C3)C1)C2	-5.2	1.9	2.0	-10.5	2.8	3.5	-3.2	2.0	1.7
COc1ccc(N2CCN(CCC3Oc4cc([N+](=O)[O-])ccc4NC3=O)CC2)cc1 (configuration not stated)	-0.7	1.8	-1.0	9.4	-2.3	-0.3	2.7	5.5	-2.0
COC(=O)c1ccc(NC(=O)c2cccc(NC(=O)c3ccccc3)c2)cc1	-17.8	-2.3	-23.5	-10.9	1.6	-0.6	3.7	5.2	-3.4
Cc1nc2ccc(S(=O)(=O)NCC(=O)Nc3cccc(F)c3)cc2s1	-5.1	-1.0	1.1	4.5	0.3	0.2	0.6	-0.9	2.2
Cc1ccc(N2CC(C(=O)NCc3ccc(C)n3C)CC2=O)cc1 (configuration not stated)	-0.2	17.6	-4.9	-3.1	6.0	-2.3	-2.0	18.5	14.0
Cc1nc2ncnn2c(C)c1Cc1c(Cl)cccc1Cl	-3.0	0.9	0.3	2.6	-3.2	0.7	5.1	1.3	-2.4
Cc1nnsc1S(=O)c1ccc(Br)cc1 (configuration not stated)	-14.7	-11.1	0.1	-0.2	0.8	-2.9	-4.1	-7.5	-15.4
CC(=O)Oc1ccc(/C(C)=N/N2CCN(Cc3ccc(C)cc3)CC2)cc1	-1.6	4.1	-3.3	4.3	-9.2	0.3	-0.1	1.3	5.8
COC(=O)c1sc(S(=O)(=O)NCc2cccs2)c(C(=O)OC)c1C	0.1	-1.9	1.0	2.0	-1.7	-0.7	-1.2	0.3	-2.5
Cc1sc2ncn(CC(=O)NCCc3ccccc3)c(=O)c2c1C	-3.5	7.1	-2.4	-11.4	4.0	0.0	2.5	9.0	2.2
CCc1nnc(NC(=O)CSc2nccn2-c2ccccc2)s1	1.7	-0.2	-0.9	3.1	4.8	-0.6	14.8	5.3	-9.8
CCCSc1nc2c(c(=O)[nH]c(=O)n2C)n1Cc1ccccc1	-3.0	-5.5	2.6	5.2	-2.1	-2.1	-1.9	2.3	-6.5
O=C(NCCCO)C(=O)NCc1ccncc1	1.3	0.0	5.8	-3.9	-0.1	1.8	-5.0	-3.0	11.0
CC(CC(=O)NCc1cccnc1)c1ccccc1 (configuration not stated)	4.3	0.1	5.5	0.3	-0.6	-0.3	-5.3	2.7	6.0
CCCCN(C(=O)CSCC(=O)Nc1cccc(C)c1)c1c(N)n(Cc2ccccc2)c(=O)[nH]c1=O	-4.8	-1.2	-1.5	3.8	3.0	0.3	-0.3	5.5	-1.0
COC(=O)C1(CCSC)NC(c2ccc(O)cc2)C2C(=O)N(c3ccc(F)cc3)C(=O)C21 (configuration not stated)	0.7	-1.9	-3.1	4.3	3.5	0.5	2.3	-2.4	-1.8
COC(=O)C1[C@H]2SC(C)(C)C(C(=O)OC)N2C(=O)N1Cc1nc2ccccc2s1 (some centres not stated)	2.4	7.0	1.7	0.9	-0.8	2.4	1.8	2.8	13.0
O=c1ccc(-c2nc3ccccc3n2Cc2ccc(Cl)cc2)c[nH]1	-2.6	-2.5	0.0	-1.5	-3.1	-2.0	1.4	-3.3	-2.4
COc1cc(OC)c(C2=NOC(C(=O)Nc3ccc4c(c3)OCO4)C2)cc1Cl (configuration not stated)	-1.4	4.7	2.8	2.6	-2.6	-1.3	0.8	8.0	3.8
COc1ccccc1/C=C\C=N\NC(=O)c1ccco1	4.0	-1.9	-3.0	-5.1	-1.1	-0.7	-2.4	1.0	8.3
CCN(CC)C(=O)c1cccc(NC(=O)c2cc(C3CC3)nc3c2cnn3C(C)C)c1	/	-16.6	-5.2	/	-4.7	/	/	1.9	-37.5
Cn1cc(C(=O)NS(=O)(=O)Nc2ccc(Br)cn2)c2ccccc21	-2.4	4.1	4.6	-3.1	3.6	0.3	-0.5	2.9	-0.4
CCOC(=O)N1CCN(C(=O)c2ccc3c(c2)N=C(CC)c2cc(C)ccc2S3)CC1	2.0	6.2	10.1	0.2	-4.0	1.3	-6.0	5.7	5.0
Cc1ccc(C)c(N(CC(=O)NCc2ccco2)C(=O)CNS(=O)(=O)c2ccc(F)cc2)c1	-2.3	3.4	3.3	8.8	4.5	1.1	-2.4	2.6	6.6
COc1ccccc1CN(C(=O)Cc1cccs1)C(C(=O)NC1CCCC1)c1ccncc1 (configuration not stated)	3.8	-2.4	1.9	-5.3	-9.9	1.4	8.5	6.6	-3.4
COc1ccc(/C=C/C(=O)Nc2ccc(C)cc2)cc1S(=O)(=O)N1CCOCC1	1.9	-2.5	0.4	-2.8	4.2	3.1	-2.6	2.6	3.7
Cc1cccc(N2C(=O)C3C(c4ccccc4)OC4(C(=O)c5ccccc5C4=O)C3C2=O)c1 (configuration not stated)	-28.5	1.4	-0.3	26.8	-2.1	-3.8	-2.1	5.3	3.9
c1ccc(-c2nnc(-c3ccccn3)s2)nc1	8.6	3.5	1.6	4.7	2.1	-6.4	3.6	3.1	4.4
CC(C)CN(C(=O)C(c1ccccc1)c1ccccc1)c1c(N)n(CC(C)C)c(=O)[nH]c1=O	3.9	1.1	1.7	7.4	-1.7	1.2	3.8	-1.1	-0.5
COC(=O)c1ccc2c(CCO)c[nH]c2c1	0.9	5.9	3.2	6.2	3.7	-0.5	-0.5	0.6	-4.7
COc1ccc(Cl)cc1C(=O)NNC(=S)NC(=O)c1ccc(F)c(F)c1	0.8	3.5	-1.3	10.2	4.8	-1.8	-4.6	-6.0	0.7
CC1(C)CC(=O)C2=C(C1)OC1=C(C(=O)CC(C)(C)C1)C2c1ccccc1	-1.1	2.5	-5.5	2.5	4.2	-0.3	-1.5	-1.8	-4.7
COc1ccc(/C=N/NC(=O)CNC(=O)c2ccc3c(c2)OCCO3)cc1OC	0.9	2.2	-2.1	6.0	-3.0	-0.3	-0.6	-1.6	3.6
CC(C)N(CCC#N)C(=O)Nc1ccc2c(c1)CCO2	1.6	8.6	-1.3	-15.0	-0.5	-1.8	-1.3	-1.0	9.7
Cc1ccccc1CN1CCNC(=O)C1CC(=O)O (configuration not stated)	4.0	0.9	-0.2	-2.5	-1.9	0.0	0.4	2.7	-1.5
CN(Cc1ccccc1)C(=O)CCC(=O)N(C)Cc1ccccc1	-4.7	-3.6	-5.7	7.8	0.8	-1.4	-0.9	4.4	-3.4
CCS(=O)(=O)c1nc(S(=O)(=O)c2ccc(C)cc2)c(NCCCn2ccnc2)s1	0.1	-0.1	-7.8	-4.2	1.0	1.4	-0.6	-3.2	1.0
COC(=O)c1cccc(C(=O)Nc2ccc(F)cc2)n1	-2.1	4.2	-3.0	0.2	-1.4	0.7	-0.6	4.4	8.6
COc1cccc(CNC(=O)c2cc3c(cc2Cl)N2CCCCCC2=NS3(=O)=O)c1	-1.2	3.6	1.4	2.5	0.9	0.5	1.7	6.3	4.7
Nc1nc2ccc(S(=O)(=O)c3ccc4nc(N)sc4c3)cc2s1	-3.7	8.7	-3.6	-10.9	0.0	1.8	-3.5	-4.4	3.3
CC1CC(C)(C)NC(=S)N1CCC(=O)N1CCc2ccccc2C1 (configuration not stated)	4.1	8.0	6.0	4.7	-1.6	0.2	-2.3	4.7	12.0
COc1ccc(S(=O)(=O)N(CC(=O)Nc2cc(C)on2)Cc2ccccc2)cc1	-1.4	3.9	0.5	0.7	-0.5	0.8	-0.1	-0.1	2.4
CCSc1ncnc2sc3c(c12)CCC3	-0.1	-4.3	-6.6	5.6	0.0	0.6	1.7	5.9	-3.5
CSCC[C@H](NC(=O)Nc1cccc(Br)c1)C(=O)O	2.2	5.3	-1.8	-2.3	-1.2	-1.1	-5.9	-5.9	2.9
O=[N+]([O-])c1ccc(CN2CCCCCC2)s1	-2.6	2.5	-4.9	8.1	-6.0	-1.0	2.7	1.0	8.6
O=C(Nc1ccc(Br)c(Cl)c1)C1CC1	-2.9	1.1	0.6	3.2	-3.5	0.0	-4.5	0.6	-8.2
O=C(NCCc1ccccc1)c1cccc(N2C(=O)C3CC=CCC3C2=O)c1 (configuration not stated)	3.1	3.6	-9.0	12.7	0.0	-1.6	1.3	-1.8	0.5
CCCCC1CC(CSC(=N)N)OC1=O (configuration not stated)	1.4	3.5	5.0	21.8	-1.3	1.2	-3.6	0.6	7.4
CCOc1ccc(NC(=S)N2CCC(N(C)CC3CCCO3)CC2)cc1 (configuration not stated)	-1.8	8.2	0.6	-3.2	4.4	-1.1	-0.9	4.3	12.8
CCN(c1ccccc1C)S(=O)(=O)c1nnc(NC(=O)c2ccco2)s1	-2.2	2.2	-7.8	-25.5	-2.5	-0.1	1.3	2.1	1.7
Cn1c(-c2sccc2OCc2ccc(Cl)cc2Cl)n[nH]c1=S	-4.7	-27.6	-3.0	-5.7	-1.2	-1.9	0.0	1.4	-14.8
CC(C)CNS(=O)(=O)c1ccc(CCC(=O)NCc2ccco2)cc1	0.6	0.8	1.8	-3.1	-0.8	-3.6	-2.1	4.2	0.5
COc1ccc(C(=O)NCc2nnc(SCC(=O)Nc3nc4ccccc4s3)o2)cc1OC	0.6	4.3	3.0	1.2	2.7	-4.5	1.1	2.0	12.0

Profiles as entered above.
Results for COc1ccc(C(=O)NCc2nnc(SCC(=O)Nc3nc4ccccc4s3)o2)cc1OC = Fam108B counter: 0.6; BCLXL inh: 4.3; PME-1 primary: 3.0; GSTO1 inh: 1.2; PAD4 FP inh: 2.7; MEX-5 binding: -4.5; TPT1 inhibitor: 1.1; GLD-1 RNA inh: 2.0; MCL1-BIM inh: 12.0
Results for Cc1ccc(S(=O)(=O)N2CCC(C(=O)NCC(C)(C)N3CCOCC3)CC2)c(C)c1 = Fam108B counter: /; BCLXL inh: -1.1; PME-1 primary: 8.8; GSTO1 inh: /; PAD4 FP inh: -3.4; MEX-5 binding: /; TPT1 inhibitor: /; GLD-1 RNA inh: 5.6; MCL1-BIM inh: -3.9

Compound activity as filed in PubChem BioAssay.
